Assay outcomes (PubChem)
RGS4 inhibitor: inhibitors of human regulator of G protein signaling 4. Potency, µM (doses to about 114 µM), for the others: at the top dose activity change, negative = inhibition, hits mostly inhibitors. 390,000 compounds, 0.039% hits. Transcreener GDP fluorescence polarization, RGS4-accelerated GTP hydrolysis. P49798; further: potency means the concentration at half of the fitted maximal effect; on the % scale 0 is the no-effect control and ±100 the full control effect; nearly all actives have a fitted effect of over 75% in size; some results filed as inactive show a strong effect at the top dose
Target sequence (P49798 whole entry, looked up): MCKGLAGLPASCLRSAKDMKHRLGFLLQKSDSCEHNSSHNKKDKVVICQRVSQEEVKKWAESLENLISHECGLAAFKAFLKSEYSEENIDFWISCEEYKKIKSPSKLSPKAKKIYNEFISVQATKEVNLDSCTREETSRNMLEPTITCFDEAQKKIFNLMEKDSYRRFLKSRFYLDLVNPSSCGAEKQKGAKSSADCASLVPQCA
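MLSMR compounds (23 nl, pin-transferred) preincubated 10 min at room temperature with a 500nM (2x) first reagent, then RGS4 at 900nM (2x) plus Transcreener GDP mix added; fluorescence polarization (620/688 nm) read before and after 90 min at 30 °C.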
Vif-APOBEC3F blk: Vif-A3F binding inhibition; HeLa A3F-eYFP + Vif (tagged APOBEC3F with the HIV-1 protein that degrades it), YFP fluorescence increase; Potency, µM (highest dose often 46.1 µM), for inactives: at the top dose activity, negative = active; 390,000 compounds, 0.2% hits; AID 602313; further: potency means the concentration at half of the fitted maximal effect; % of control where 0% means no effect; nearly all actives have a fitted effect of over 65% in size
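HeLa cells stably expressing A3F-eYFP plus Vif, plated and incubated overnight at 37 deg C, then exposed to compounds overnight at 37 deg C. Blocked degradation read as raised yellow fluorescence (Ex 488/Em 500-530).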
USP1 inh: inhibitors of human USP1/UAF1 deubiquitinase; recombinant USP1/UAF1, Ub-Rhodamine cleavage fluorescence; Potency, µM (titrated, usually from 57.1 µM), without a hit: at the highest dose activity change, negative = inhibition, hits mostly inhibitors; 390,000 compounds, 0.23% hits; further: potency means the concentration at half of the fitted maximal effect; on the % scale 0 is the no-effect control and ±100 the full control effect; nearly all actives have a fitted effect of over 60% in size; inactives centre near -12
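In this screen, compounds sit with the deubiquitinase complex (1nM) for 15 min at room temperature before Ub-Rho is added at 150nM final. Fluorescence rise is then followed for 6 reads every 60 seconds.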
LDHA block: inhibitors of human lactate dehydrogenase A. P00338. purified LDHA, NADH/diaphorase-resazurin fluorescence; stronger effect = lower value. activity change, % (values are at about 110 or 230 µM). 480,000 compounds, 0.15% hits. AID 1347041; in the data active means activity change below about -30%; inconclusive means mostly about -25% to -30%;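 further: plate controls were DMSO wells for no effect and wells without enzyme for full effect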
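Enzyme activity of human lactate dehydrogenase 5 (2 nM; 0.06 mM NADH, 0.2 mM pyruvate, 5 min, RT) is measured via a resazurin/diaphorase fluorescence readout of residual NADH.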
TrxR1 substrate: rat thioredoxin reductase 1 substrate activity; O89049; purified TrxR1 substrate turnover, NADPH consumption readout; Potency, µM (top dose mostly 114 µM), without a hit: top-dose activity change, negative = substrate turnover; 390,000 compounds, 0.01% hits; AID 588456; further: potency means the concentration at half of the fitted maximal effect; on the % scale 0 is the no-effect control and ±100 the full control effect; nearly all actives have a fitted effect of over 50% in size
Target sequence (O89049 whole entry, looked up): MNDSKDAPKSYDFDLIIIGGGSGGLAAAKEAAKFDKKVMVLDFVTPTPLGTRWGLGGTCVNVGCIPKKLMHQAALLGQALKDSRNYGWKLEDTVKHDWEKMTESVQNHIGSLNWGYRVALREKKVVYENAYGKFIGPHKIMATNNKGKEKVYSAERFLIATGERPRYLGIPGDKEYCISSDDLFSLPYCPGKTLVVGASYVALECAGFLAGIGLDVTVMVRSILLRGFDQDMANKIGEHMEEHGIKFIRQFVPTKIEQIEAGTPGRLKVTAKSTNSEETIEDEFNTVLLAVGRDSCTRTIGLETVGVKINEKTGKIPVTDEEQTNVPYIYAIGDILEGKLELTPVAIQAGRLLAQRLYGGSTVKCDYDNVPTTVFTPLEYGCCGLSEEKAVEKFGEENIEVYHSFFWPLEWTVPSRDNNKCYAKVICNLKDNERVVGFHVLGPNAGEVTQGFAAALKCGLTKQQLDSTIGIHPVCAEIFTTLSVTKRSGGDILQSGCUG
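Rat TrxR1, dispensed at 90 nM, was prereduced with 400 uM NADPH (final) for 5 min at ~22 deg C, then incubated with compound 15 min before 400 uM selenite. A first-read NADPH fluorescence drop versus no-compound background flagged substrates.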
mIDH1 inhibitor: human IDH1 R132H inhibition; IDH1-R132H enzyme, NADPH consumption, diaphorase/resazurin fluorescence; Potency, µM (highest dose often 76.6 µM), inactives show at the highest dose activity change, negative = inhibition, actives largely listed as inhibitors; 390,000 compounds, 0.093% hits; further: potency means the concentration at half of the fitted maximal effect; on the % scale 0 is the no-effect control and ±100 the full control effect; nearly all actives have a fitted effect of over 65% in size
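IDH1-R132H (0.5 ug/mL) preincubated 30 min with compound, then NADPH (0.016 mM) and alpha-KG (2 mM) added; 80 min at RT, pH 7.5. Remaining NADPH coupled via diaphorase/resazurin to fluorescence (540/590 nm); concentration-response curves normalized to no-enzyme control.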
Vif-A3G inh: Vif-A3G binding inhibition; Q9HC16; HeLa A3G-eYFP + Vif (tagged APOBEC3G with the HIV-1 protein that degrades it), YFP fluorescence, overnight; Potency, µM (doses to about 46.1 µM), for inactives: at the highest dose activity, negative = active, hits mostly inhibitors; 410,000 compounds, 0.076% hits; AID 602310;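 further: potency means the concentration at half of the fitted maximal effect; on the % scale 0 is the no-effect control and ±100 the full control effect; nearly all actives have a fitted effect of over 60% in size; hits raise eYFP signal because A3G escapes Vif-driven loss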
Target sequence (Q9HC16 whole entry, looked up): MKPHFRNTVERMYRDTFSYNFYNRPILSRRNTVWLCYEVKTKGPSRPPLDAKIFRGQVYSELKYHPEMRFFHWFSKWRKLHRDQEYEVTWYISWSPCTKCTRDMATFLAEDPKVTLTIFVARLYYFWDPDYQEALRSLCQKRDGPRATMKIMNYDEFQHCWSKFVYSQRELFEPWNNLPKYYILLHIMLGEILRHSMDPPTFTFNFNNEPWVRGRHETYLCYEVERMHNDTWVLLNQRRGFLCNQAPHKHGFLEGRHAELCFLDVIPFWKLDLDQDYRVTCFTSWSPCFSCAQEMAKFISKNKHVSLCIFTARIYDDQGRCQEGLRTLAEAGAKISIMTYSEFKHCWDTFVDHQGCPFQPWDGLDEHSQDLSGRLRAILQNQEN
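Read-out is eYFP fluorescence (Ex 488/Em 500-530) from Vif-expressing HeLa A3G-eYFP cells; more signal means A3G escaped Vif-mediated degradation. Cells plated overnight, compound pinned in, incubated overnight at 37 deg C.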
Glioma ERSR ind: ER stress response induction in glioma | Potency, µM, without a hit: at the top dose activation, usual class: activators | U87-MG GRP78 promoter luciferase reporter, 16 h | 420,000 compounds, 0.02% hits | AID 602332; further: potency means the concentration at half of the fitted maximal effect; series mostly up to about 76 µM; % of control where 0% means no effect; nearly all actives have a fitted effect of over 35% in size
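Stably transfected U87-MG human glioma cells carrying a GRP78-based luminescent sensor were seeded at 1000 cells/well, pin-dosed with compounds and incubated 16 h. Luciferase reagent was then added, and end-point luminescence was read after 10 min at room temperature.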
rTrxR1 inhibitor: rat TrxR1 inhibition; Potency, µM (doses to about 114 µM), without a hit: at the top dose activity change, negative = inhibition, actives largely listed as inhibitors; recombinant rTrxR1, NADPH fluorescence consumption, selenite substrate; AID 588453; 390,000 compounds, 1% hits; O89049; further: potency means the concentration at half of the fitted maximal effect; on the % scale 0 is the no-effect control and ±100 the full control effect; nearly all actives have a fitted effect of over 65% in size
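Rat TrxR1 (90 nM in the dispensed reagent) was pre-reduced with 400 uM NADPH for 5 min at room temperature, then incubated with compound for 15 min. After 400 uM selenite was added, NADPH fluorescence (Ex 340/Em 450 nm) was followed for 8 min.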
* marks the source's active call; other numbers are inactive results; ? = inconclusive; . = not tested or not shown; & = joins results of further samples; [ ] = remark or other dose. Unless noted, the call rests on the fitted dose curve; in most records, active means well fitted curve in the direction sought with a large enough effect; inconclusive means small, poorly fitted or top-dose-only effect, or another doubt; inactive means no such curve, though single readings can be large; an effect the other way counts as inactive or inconclusive.

Values in the order: Vif-A3G inh | rTrxR1 inhibitor | Glioma ERSR ind | LDHA block | Vif-APOBEC3F blk | RGS4 inhibitor | USP1 inh | mIDH1 inhibitor | TrxR1 substrate
O=c1c(-c2ccccc2)c(O)nc2ccccn12
  0% | 8% | -2% | -4 | -11% | 8% | ? | 4% | 7%
O=C(COC(=O)c1c[nH]c2ccccc12)Nc1ccccc1
  0% | 10%[57.1 µM] | 1% | -3&-7 | -4% | 13% | -15% | 12% | 6%[57.1 µM]
CNNC(=S)Nc1cccc(C(F)(F)F)c1
  5% | 8% | 5% | -6 | 6% | 27% | -8% | 1% | -4%
CC(=O)N1CCC(C(=O)NCCOc2cccc(C)c2)CC1
  -1% | 9% | -2% | 2 | -4% | 12% | 13% | -10% | 2%
O=c1[nH]c2cc3c(cc2cc1CN(CC1CCCO1)S(=O)(=O)c1ccc(Cl)cc1)OCCO3 (stereo not given)
  2% | 29%[57.1 µM] | -3% | -6 | -4% | 3% | -23% | -1% | 18%[57.1 µM]
O=C1C(Cl)=C(Nc2ccccc2O)C(=O)N1c1ccccc1
  -10% | 45µM* | 4% | 23 | 1% | -36% | -22% | 4% | -4%
COc1ccccc1CNC(=O)COC(=O)c1cc(-c2ccco2)nc2ccccc12
  0% | ? | -3% | -3 | -1% | ? | ? | 0% | 26%
O=C1/C(=C/c2ccco2)SC(=S)N1CC1CCCO1 (stereo not given)
  0% | ? | 8% | 16 | 4% | -50% | -15% | -2% | -1%[57.1 µM]
CCOC(=O)C(NC(=O)c1ccc(Cl)cc1Cl)(Nc1ccc(C)cc1)C(F)(F)F (stereo not given)
  -4% | 48%[activator] | 0% | -2 | 3% | -12% | -21% | 8% | 5%
O=C(Cn1ccc(NC(=O)OCc2ccccc2)nc1=O)NCCCN1CCCC1=O
  5% | 15%[57.1 µM] | -3% | -4 | 7% | 1% | -11% | -4% | 7%[57.1 µM]
C=CCNC(=O)c1ccc(CSc2nc3ccccc3s2)cc1
  1% | -20% | 6% | -14 | -5% | -13% | -8% | 0% | -9%
O=C(Nc1ccc(Cc2ccncc2)cc1)c1ccc(Cl)c([N+](=O)[O-])c1
  -7% | 17%[57.1 µM] | ? | -3 | -4% | -12% | -18% | 0% | -7%
O=C(NC1CCCC1)c1ccc2c(c1)N(Cc1ccccc1)C(=O)c1ccccc1S2
  -2% | 15%[57.1 µM] | -1% | -3 | -4% | 16% | -7% | -13% | -1%[57.1 µM]
CN(C)c1nc(N/N=C/c2ccccc2O)nc(Nc2ccc(F)cc2)n1
  -6% | 1%[57.1 µM] | 1% | 1 | 2% | -20% | -30% | 5% | -2%[57.1 µM]
COc1ccc(NC(=O)c2ccc(C)cc2)c(OC)c1
  0% | 9% | -1% | -5 | -5% | 16% | -11% | 21% | 7%
CCOc1cc(C2c3c(n[nH]c3C)C(=O)N2c2ccc(Br)cc2)ccc1O (stereo not given)
  -2% | ? | -4% | -7 | . | -42% | -5% | -24% | 5%
CN(CC(=O)Nc1ccc(OC(F)(F)F)cc1)C1CCCCC1
  -3% | -15% | 9% | -10 | -6% | 12%[11.4 µM] | -4% | 1% | -10%
COP(=O)(/C=C/c1ccccc1)C(O)c1ccc(F)cc1 (stereo not given)
  2% | 0% | -1% | -4 | -1% | 25% | 3% | 17% | -2%
COc1cccc(C(=O)Nc2ccc(N3CCCC3)cc2)c1
  ? | 27%[57.1 µM] | -5% | 3 | -13% | 9% | -11% | 6% | 8%[57.1 µM]
COc1ccc(Cl)cc1S(=O)(=O)N1CCN(c2ccc(F)cc2)CC1
  -1% | 19%[57.1 µM] | -5% | 2 | -5% | -16% | -16% | 3% | 6%[57.1 µM]
CCOC(=O)C1CCN(C(=O)COC(=O)c2c(C)c(CC)nc3ccccc23)CC1
  -5% | -1% | -3% | -5 | -11% | -24% | -11% | 6% | -3%
COc1ccc(NC(=O)c2cnc3cc(C)ccn3c2=O)c(OC)c1
  2% | 1% | -3% | -2 | 4% | -16% | -7% | 0% | 1%
COc1cc(NC(=O)c2ccc(NS(=O)(=O)c3c(C)noc3C)cc2)cc(OC)c1
  -1% | -1% | -2% | -3 | -2% | -5%[11.4 µM] | 1% | -8% | 6%[57.1 µM]
COc1ccc(OCC(=O)NCCNC(=O)c2ccccn2)cc1
  3% | 8% | -4% | 0 | -10% | 1% | -10% | 6% | -3%
O=C(O)CCN(CCC(=O)O)c1ccc(/C=C/c2ccnc3ccccc23)cc1
  -3% | -11% | -3% | ? | . | . | . | . | -13%
COc1ccc(NC(=O)C(OC(=O)c2cnccn2)c2ccccc2)cc1Cl (stereo not given)
  1% | 24% | 4% | -1 | -2% | 9% | -4% | 10% | -4%
O=C(OCc1nnc(-c2ccccc2)o1)c1cc(F)c(F)cc1Cl
  0% | 9%[57.1 µM] | -1% | -4 | 2% | 12% | -1% | 4% | 7%[57.1 µM]
O=C(Nc1nc2c(Cl)ccc(Cl)c2s1)C1CC1
  3% | 11%[57.1 µM] | -1% | -4 | -2% | 13% | -26% | -3% | 9%[57.1 µM]
Cn1c(Cl)c(/C=N/OC(=O)C(C)(C)C)c2ccccc21
  -6% | 2% | 1% | 2 | -28% | 1% | -24% | 0% | -5%
Cc1c(O)ccc2c(-c3ccccc3)cc(=O)oc12
  10% | 12% | 6% | -6 | 7% | 19% | -23% | -2% | 1%
CCN(CC)C(=O)c1ncn2c1c(=O)[nH]c1ccccc12
  -4% | . | -3% | -6 | 11% | . | ? | -1% | .
Cc1ccc(SCC(=O)NC(=O)Nc2ccc3c(c2)OCCO3)cc1C
  1% | -13% | -4% | -1 | 1% | -1% | -19% | -2% | -13%
Cn1ccnc1SCC(=O)Nc1ccc(Oc2ccccc2)cc1
  1% | -2% | 5% | -4 | -19% | 1% | -1% | 4% | -9%
Cc1c(Cl)cccc1NC(=O)CC(C(=O)O)C1CCCO1 (stereo not given)
  -3% | ? | 0% | 0 | -7% | 17% | -26% | 0% | -3%
COC(C/C=C/[C@@H](O)[C@@H](C)OCc1ccccc1)OC
  0% | 11%[57.1 µM] | -3% | 0 | -1% | -13% | -13% | -5% | 8%[57.1 µM]
COc1ccc2c(c1)CC/C(=C/c1ccccn1)C2=O
  -13% | -22% | -1% | -8 | 1% | -11% | -8% | -2% | -12%
CCOC(=O)C1=C(C)NC(C)=C(C(=O)OCC)C1c1ccc(O)cc1
  -8% | 15%[57.1 µM] | -6% | -2 | 3% | 4% | -18% | 5% | 9%[57.1 µM]
O=C(NCCO)C1(c2ccccc2)CCCC1
  0% | 9%[57.1 µM] | -5% | -2 | -2% | 41% | -13% | 1% | 4%[57.1 µM]
C=CCNC(=O)c1onc(CSc2ccc(C(C)C)cc2)c1C(=O)O
  -10% | 3%[57.1 µM] | -5% | -4 | 2% | -20% | -24% | -13% | 7%[57.1 µM]
COC(=O)/C=C/C(=O)Nc1cccc(C(F)(F)F)c1
  -14% | ? | -7% | 1 | -8% | -8% | -2% | 3% | -16%
Cc1ccccc1Cn1nc(C)c(NC(=O)c2cc3n(n2)C(C(F)F)CC(C(F)F)N3)c1C (stereo not given)
  0% | -8% | -6% | -3 | 10% | 15% | -3% | 2% | -6%
COc1ccc2[nH]c(=O)c(CN(CCCN(C)C)C(=O)Nc3ccc(F)cc3)cc2c1
  -3% | -6%[57.1 µM] | -5% | -2 | -2% | -1% | -17% | -1% | 13%[57.1 µM]
Cc1cccc(NC(=O)COc2coc(CN3CCN(Cc4ccccc4)CC3)cc2=O)c1
  2% | 2% | 0% | 0 | 4% | -35% | -18% | 5% | -2%
NC(=O)C1CCN(C(=O)C23CC4CC(CC(C4)C2)C3)CC1
  1% | 12% | -3% | -8 | . | 24% | 6% | -4% | 1%
CCCc1[nH]nc2c1C1(C(=O)N(CC)c3ccccc31)C(C#N)=C(N)O2 (stereo not given)
  2% | 7% | -3% | -3 | -1% | 28% | -2% | 6% | 7%
COc1ccc(N(Cc2cc3ccccc3[nH]c2=O)S(=O)(=O)c2ccccc2)cc1
  0% | 24% | -4% | -3 | 1% | -5%[11.4 µM] | -17% | 5% | -2%
CCOc1ccccc1NC(=O)COC(=O)C1CC1
  0% | 5%[57.1 µM] | 3% | -4 | ? | 20% | 1% | 6% | 8%[57.1 µM]
CN(C)c1cc(-c2ccc(C#N)cc2)oc(=O)c1Cl
  2% | -14% | -4% | -10 | 4% | 31% | 1% | 4% | 0%
COc1cccc(/C=N/n2nnnc2N)c1OCc1ccccc1Cl
  1% | 23% | -2% | 2 | -9% | -31% | -19% | -2% | 23%
COCCNC(=O)C12CC3CC(C1)CC(c1ccccc1)(C3)C2
  -2% | -4%[57.1 µM] | 1% | -9 | 4% | 31% | -8% | -2% | -5%[57.1 µM]
COC(=O)COc1ccc(NS(=O)(=O)c2cccc([N+](=O)[O-])c2)cc1
  -1% | 12%[57.1 µM] | -16% | 3 | -2% | -41% | -13% | 4% | 9%
COCCn1c(SCC(=O)c2c(N)n(C3CC3)c(=O)[nH]c2=O)nnc1-c1ccc(Cl)cc1
  -5% | -32% | -1% | -3 | -4% | 11% | -9% | -5% | -10%
Clc1ccc(-c2csc(-c3ccncc3)n2)cc1
  -11% | 17%[57.1 µM] | 7% | -7 | 0% | -17% | -11% | 0% | 11%[57.1 µM]

This is a subset (hit frequency here may not be typical).
